FH mod – Identification of activators of human fumarate hydratase by quantitative high-throughput screening; FH coupled MDH/diaphorase resazurin fluorescence, 15 min; Potency, µM (top dose mostly 79.9 µM), for inactives: at the top dose activity change, negative = inhibition, actives largely listed as inhibitors; 54,000 compounds, 0.22% hits; further: the screen sought activators but most active calls are inhibition curves; nearly all actives have a fitted effect of over 45% in size
Target sequence (P07954 whole entry, looked up): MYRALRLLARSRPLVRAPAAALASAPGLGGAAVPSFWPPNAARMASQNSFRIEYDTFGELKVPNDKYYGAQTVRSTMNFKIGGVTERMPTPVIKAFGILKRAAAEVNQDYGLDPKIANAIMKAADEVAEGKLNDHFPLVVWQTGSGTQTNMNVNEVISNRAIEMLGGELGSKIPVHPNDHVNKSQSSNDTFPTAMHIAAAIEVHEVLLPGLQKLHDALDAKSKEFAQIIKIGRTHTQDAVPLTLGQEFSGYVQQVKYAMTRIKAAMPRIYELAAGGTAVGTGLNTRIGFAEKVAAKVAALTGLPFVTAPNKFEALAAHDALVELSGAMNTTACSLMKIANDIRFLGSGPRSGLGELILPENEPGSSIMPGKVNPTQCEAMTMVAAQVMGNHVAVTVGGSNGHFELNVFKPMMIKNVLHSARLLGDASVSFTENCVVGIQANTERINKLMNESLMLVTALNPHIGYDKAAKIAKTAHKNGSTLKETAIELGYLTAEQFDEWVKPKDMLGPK
NTMT1 inh – Primary qHTS for Inhibitors of N-terminal methyltransferase 1 (NTMT1): MTaseGlo Assay | NTMT1 MTase-Glo SAH luminescence, purified enzyme | Potency, µM (top dose mostly 114 µM), for the others: at the top dose activity change, negative = inhibition, usual class: inhibitors | 59,000 compounds, 2.5% hits;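 further: plate controls were DMSO vehicle for no effect and no enzyme for full effect; nearly all actives have a fitted effect of over 65% in size; many of its hits are not listed in these tables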
Target sequence (Q9BV86 whole entry, looked up): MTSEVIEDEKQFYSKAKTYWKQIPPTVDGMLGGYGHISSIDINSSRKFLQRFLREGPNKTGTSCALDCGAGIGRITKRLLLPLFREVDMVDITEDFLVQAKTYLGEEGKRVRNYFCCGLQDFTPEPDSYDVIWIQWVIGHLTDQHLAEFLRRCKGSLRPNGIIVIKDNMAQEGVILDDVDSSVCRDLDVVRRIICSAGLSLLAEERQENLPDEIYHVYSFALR
Numbers without * were called inactive; ? = inconclusive; & = joins results of further samples; ! = a repeat was not active; [ ] = remark or other dose. The call rests on the fitted dose curve; in most records, active means well fitted curve in the direction sought with a large enough effect; inconclusive means small, poorly fitted or top-dose-only effect, or another doubt; inactive means no such curve, though single readings can be large; an effect the other way counts as inactive or inconclusive. Unless noted, on the % scale 0 is the no-effect control and ±100 the full control effect; potency means the concentration at half of the fitted maximal effect. The list is partial. The share of hits here may be higher or lower than overall.

SMILES | FH mod | NTMT1 inh
CC(C)C1=CCC(C)(O)C(OC2OC(CO)C(O)C(O)C2O)C1 (stereo unspecified) | -8%[53.3 µM] | -1%[29.8 µM]
CC(C)C1(O)C=C2C(=O)CC3C(C)(C(=O)O)CCCC3(C)C2CC1 (stereo unspecified) | 0%[53.3 µM] | -6%[29.8 µM]
Cc1occc1C(=O)n1ccnc1 | 6% | -1%[57.5 µM]
Cc1ccsc1C(=CCCN1CCC[C@@H](C(=O)O)C1)c1sccc1C | 1%[53.3 µM] | 3%
CCC(CC)[C@H](NC(C)=O)[C@@H]1[C@H](O)[C@@H](C(=O)O)C[C@@H]1N=C(N)N | 1%[53.3 µM] | 7%[57.5 µM]
CC(=O)O[C@@H]1C[C@]2(C)[C@@]3(CCC4[C@@]5(C)CC[C@H](O[C@@H]6O[C@H](C(=O)O)[C@@H](O)[C@H](O[C@@H]7O[C@H](CO)[C@H](O)[C@H](O)[C@H]7O[C@@H]7O[C@@H](C)[C@H](O)[C@@H](O)[C@H]7O[C@@H]7OC[C@](O)(CO)[C@H]7O)[C@H]6O[C@@H]6O[C@H](CO)[C@H](O)[C@H](O)[C@H]6O)C(C)(C)C5CC[C@]42C)O[C@@H](O)[C@]12C3CC(C)(C)[C@@H](OC(=O)/C=C/c1ccc(O)c(O)c1)[C@@H]2OC(=O)/C=C/c1ccccc1 (stereo partly specified) | -3%[13.5 µM] | 11%[6.45 µM]
C=C1C(=O)O[C@@H]2/C=C(\C)CC/C=C(\C)CC[C@@H]12 | 0% | 19%[57.5 µM]
CC(C)(C)C(=O)C(Oc1ccc(Cl)cc1)n1ccnc1 (stereo unspecified) | 11% | 3%&-6%[57.5 µM]
CC(=O)c1[nH]cc(CCC(=O)O)c1CC(=O)O | 11% | 11%[57.5 µM]
Clc1ccc2ncc(-c3cccc(NC4CCNC4)n3)n2c1 (stereo unspecified) | 0% | ?
COC(=O)C12CCC(C)C(C)C1C1=CCC3C4(C)CCC(OC(C)=O)C(C)(C)C4CCC3(C)C1(C)CC2 (stereo unspecified) | -14%[53.3 µM] | 13%[29.8 µM]
O=C1OC2(c3ccc(O)cc3Oc3cc(O)ccc32)c2ccccc21 | -26%[53.3 µM] | 16%[57.5 µM]
O=c1[nH]c(=O)n([C@H]2C[C@@H](O)[C@@H](CO)O2)cc1C(F)(F)F | -5%[53.3 µM] | 6%[57.5 µM]
CCN(CC)CC(=O)Oc1ccc(NC(C)=O)cc1 | 1%[53.3 µM] | -9%[57.5 µM]
OC(CN1CCC(Cc2ccc(F)cc2)CC1)c1ccc(Cl)cc1 (stereo unspecified) | -13%&-9%&-4%[53.3 µM] | 13%&29%[57.5 µM]
CC(=O)O[C@@H](C[C@@H]1C=C(C)C(=O)O1)[C@H](C)[C@H]1CCC2[C@@]3(C)CC[C@H](O[C@@H]4O[C@H](CO)[C@@H](O)[C@H](O)[C@H]4O[C@@H]4O[C@@H](C)[C@H](O)[C@@H](O)[C@H]4O)C(C)(C)C3CC[C@@]2(C)[C@@]12COC(=O)C2 (stereo partly specified) | 0%[20.6 µM] | 9%[12.6 µM]
CC[C@H]1CN(c2nc(N)c(C(N)=O)nc2Cl)CCN1C1CCN(Cc2ccc(Cl)cc2)CC1 | 0% | -5%[57.5 µM]
CC(=O)N[C@H]1[C@@H]([C@H](O)[C@H](O)CO)OC(C(=O)O)=C[C@@H]1N=C(N)N | 3%[53.3 µM] | 17%[57.5 µM]
N#C[C@H]1C[C@H]2C[C@@H]2N1C(=O)[C@@H](N)C12CC3CC(CC(O)(C3)C1)C2 | 14%[53.3 µM] | ?
C=C1CC[C@@H]2[C@](C)(CC[C@H](O)[C@@]2(C)CCC=C(C)C)[C@@H]1Cc1c[nH]c2ccccc12 | 2%[53.3 µM] | 3%[29.8 µM]
C[C@@H]1O[C@@H](O[C@H]2[C@@H](OC(=O)[C@]34CCC(C)(C)CC3C3=CCC5[C@@]6(C)C[C@H](O)[C@H](O[C@@H]7O[C@H](CO)[C@@H](O)[C@H](O)[C@H]7O[C@@H]7OC[C@@H](O)[C@H](O)[C@H]7O)[C@@](C)(C(=O)O)C6CC[C@@]5(C)[C@]3(C)CC4)OC[C@H](O)[C@@H]2O)[C@H](O)[C@H](O)[C@H]1O[C@@H]1OC[C@@H](O)[C@H](O)[C@H]1O (stereo partly specified) | 1%[13.5 µM] | -3%[6.45 µM]
COC(=O)[C@H]1[C@H]2C[C@@H]3c4[nH]c5cc(OC)ccc5c4CCN3C[C@H]2C[C@@H](OC(=O)/C=C/c2cc(OC)c(OC)c(OC)c2)[C@@H]1OC | -5%[20.6 µM] | 17%[12.6 µM]
CN(C)c1ccc(C2O[C@@H](c3ccccc3)C[C@H](c3ccccc3)O2)cc1 (stereo partly specified) | -2% | -3%[57.5 µM]
COc1ccc(CNCc2cccc3ccccc23)cc1 | -5% | -8%[57.5 µM]
NC[C@@H]1O[C@@H](O[C@@H]2[C@@H](O[C@@H]3O[C@H](CO)[C@@H](O)[C@H]3O)[C@H](O)[C@@H](N)C[C@H]2N)[C@@H](N)[C@H](O)[C@H]1O | 0%[13.5 µM] | 2%[12.6 µM]
C[C@H]1O[C@@H](n2cc(F)c(=O)[nH]c2=O)[C@H](O)[C@H]1O | 0%[53.3 µM] | 6%[57.5 µM]
OC[C@@]1(O)CO[C@@H](OC[C@H]2O[C@@H](Oc3ccccc3)[C@H](O)[C@@H](O)[C@@H]2O)[C@@H]1O | -1%[53.3 µM] | -5%[29.8 µM]
CC(C)(O)C1Cc2c(ccc(C(=O)CCc3ccccc3)c2O)O1 (stereo unspecified) | -26%[53.3 µM] | -22%[29.8 µM]
Nc1ncnc2nc(-c3ccc(N4CCOCC4)nc3)cc(-c3cccc(Br)c3)c12 | 3% | 1.1µM*
NCc1ccc(OCCCc2sc(-c3ccc4c(c3)/C(=N/Nc3nc5ccccc5s3)CCC4)nc2C(=O)O)cc1 | 14% | 40µM*!
C=C1C(=O)O[C@@H]2C[C@@]3(C)C[C@@H](O)C[C@H](C)C3=C[C@H]12 | 6% | -7%[57.5 µM]
CCC1=C(C)C(=O)C(C)CC12C(=O)CCC2C(=O)O (stereo unspecified) | -14% | 5%[57.5 µM]
Oc1ccc(OCc2ccccc2)cc1 | 3%&-10%[53.3 µM] | ?
CC(=O)O[C@H]1CC(C)(C)CC2[C@]13CO[C@@]21CCC2[C@@]4(C)CC[C@H](O[C@@H]5OC[C@H](O[C@@H]6O[C@H](CO)[C@@H](O)[C@H](O)[C@H]6O[C@@H]6OC[C@@H](O[C@@H]7O[C@H](CO)[C@@H](O)[C@H](O)[C@H]7O)[C@H](O)[C@H]6O)[C@H](O)[C@H]5O[C@@H]5O[C@H](CO)[C@@H](O)[C@H](O)[C@H]5O)[C@@](C)(CO)C4CC[C@@]2(C)[C@]1(C)C[C@H]3O (stereo partly specified) | 1%[13.5 µM] | 8%[6.45 µM]
CC(=O)Nc1ccc(OCC(O)CNC(C)C)cc1 (stereo unspecified) | 3%[53.3 µM] | 7%[57.5 µM]
Cc1ccc(S(=O)(=O)Nc2ccccc2N2CCCCC2)s1 | -7% | 5%[57.5 µM]
CCOC(=O)C1=C(O)C(=O)N(Cc2ccccc2)C1 | 1%&3%[53.3 µM] | 9%
CCCCCOC(=O)Nc1nc(=O)n([C@@H]2O[C@H](C)[C@@H](O)[C@H]2O)cc1F | 0%[53.3 µM] | 20%
O=C(/C=C/c1ccccc1)O[C@@H]1[C@@H](CO)O[C@@](CO)(O[C@H]2O[C@H](CO)[C@@H](O)[C@H](O)[C@H]2O)[C@H]1O | 6%[53.3 µM] | 7%[29.8 µM]
NC(=O)c1cccnc1 | 3%&6%[53.3 µM] | 2%

A draw from above in order of formula weight, highest first.
SMILES | FH mod | NTMT1 inh
CCCCCOC(=O)Nc1nc(=O)n([C@@H]2O[C@H](C)[C@@H](O)[C@H]2O)cc1F | 0%[53.3 µM] | 20%
COc1ccc(CNCc2cccc3ccccc23)cc1 | -5% | -8%[57.5 µM]
CCOC(=O)C1=C(O)C(=O)N(Cc2ccccc2)C1 | 1%&3%[53.3 µM] | 9%

The main list resumes with the two entries that preceded the break.
SMILES | FH mod | NTMT1 inh
O=C(/C=C/c1ccccc1)O[C@@H]1[C@@H](CO)O[C@@](CO)(O[C@H]2O[C@H](CO)[C@@H](O)[C@H](O)[C@H]2O)[C@H]1O | 6%[53.3 µM] | 7%[29.8 µM]
NC(=O)c1cccnc1 | 3%&6%[53.3 µM] | 2%
O=C(O)c1ccc2c3c1cccc3c(=O)n1c3ccccc3nc21 | ? | ?
CC(=O)O[C@H]1C[C@@](O)(C(C)C)[C@@H]2[C@@H](OC(=O)c3ccc(O)cc3)CC(C)=CC[C@@]12C | -3%[53.3 µM] | 9%[29.8 µM]
OCCn1cc(-c2cnc3nnn(Cc4ccc5ncccc5c4)c3n2)cn1 | -1% | -2%&-18%[57.5 µM]
CC(CN(C)C)CN1c2ccccc2CCc2ccccc21 (stereo unspecified) | -19%&-3%[53.3 µM] | -1%[57.5 µM]
O=C(O)C[C@@H](NC(=O)c1cc(-c2ccc(-c3ccncc3)cc2)cs1)c1ccccc1 | -3% | 1%[57.5 µM]
CCCCCCCC/C=C\CCCCCCCC(=O)NCc1ccc(O)c(OC)c1 | ? | -1%[57.5 µM]
COC(=O)c1cc(OC)cc(OC)c1C(=O)c1c(OC)cc2c(c1O)C1CCC(O)C(C)(O2)O1 (stereo unspecified) | 6%[53.3 µM] | 9%[29.8 µM]
CN(c1ccc(NC(=O)Nc2ccc(OC(F)(F)F)cc2)cc1)c1ccnc(Nc2cccc(S(N)(=O)=O)c2)n1 | -10% | 12%
CC(C)(O)/C=C/CC(C)(O)C1C(O)CC2(C)C3CCC4C(C)(C)C(=O)CCC4(C)C3CCC12C (stereo unspecified) | -1%[53.3 µM] | 17%[29.8 µM]
N=C(N)N1CCc2ccccc2C1 | 2%[6.31 µM] | -10%[6.45 µM]
COc1ccc(C(O)C(C)OC2OC(CO)C(O)C(O)C2O)cc1 (stereo unspecified) | 4%[53.3 µM] | 0%[29.8 µM]
Cc1cc(-c2ccc(CC(=O)Nc3ccc(-c4cccnc4)cc3)cc2)ccn1 | 0%[53.3 µM] | -26%
COc1ccc2nc3n[nH]c(C)c3c(NCCOCCO)c2c1 | -1% | 20µM*!
O=C(Nc1ccc([N+](=O)[O-])cc1Cl)c1cc(Cl)ccc1O | ? | -2%
CC(=O)NC1C(OC2CCC3(C)C(CCC4(C)C3CC=C3C5CC(C)(C)CCC5(C(=O)O)C(O)CC34C)C2(C)C)OC(CO)C(O)C1O (stereo unspecified) | 5%[20.6 µM] | 14%[12.6 µM]
CNC(=O)c1c(C)oc2cc(Oc3ncnc4cc(OC)c(OC)cc34)ccc12 | -4% | 14%
C=C1C(O)C[C@@H]2C(C(=O)O)=CO[C@@H](O[C@@H]3O[C@H](CO)[C@@H](O)[C@H](O)[C@H]3OC(=O)c3ccc(O)cc3)[C@H]12 (stereo partly specified) | 0%[53.3 µM] | 12%[29.8 µM]
CCOC(=O)C(=O)c1csc(NC=O)n1 | -4%[53.3 µM] | 15%[57.5 µM]
C/C=C1\[C@H](O[C@@H]2O[C@H](CO)[C@@H](O)[C@H](O)[C@H]2O)OC=C(C(=O)OC)[C@H]1CC(=O)O | 0%[53.3 µM] | 12%[29.8 µM]
O=C(Nc1ccc(N(Cc2ccsc2)C(=O)Cn2nnc3ccccc32)cc1)C1CC1 | 0% | 7%[57.5 µM]

In another format: entries from further up
mol	FH mod	NTMT1 inh
N=C(N)N1CCc2ccccc2C1	2%[6.31 µM]	-10%[6.45 µM]
COC(=O)c1cc(OC)cc(OC)c1C(=O)c1c(OC)cc2c(c1O)C1CCC(O)C(C)(O2)O1 (stereo unspecified)	6%[53.3 µM]	9%[29.8 µM]
CC(=O)NC1C(OC2CCC3(C)C(CCC4(C)C3CC=C3C5CC(C)(C)CCC5(C(=O)O)C(O)CC34C)C2(C)C)OC(CO)C(O)C1O (stereo unspecified)	5%[20.6 µM]	14%[12.6 µM]

Going on with the list.
SMILES | FH mod | NTMT1 inh
CC1(C)C=Cc2c(ccc3c2N=C2C(C)(C)[C@@H]4C[C@]56CCCN5C(=O)[C@@]4(C[C@]23O)NC6=O)O1 | -8%[53.3 µM] | 17%[29.8 µM]
CC1CCC(=O)CC(SCC(O)C(=O)O)CCC(=O)O1 (stereo unspecified) | ? | -7%[57.5 µM]
CC(=O)O[C@@H]1C[C@@H](C)[C@](O)(CCC2=CC(=O)OC2)[C@@]2(C)CCCC(C)(C)C12 (stereo partly specified) | 0%[53.3 µM] | 14%[29.8 µM]
C[C@@H]1O[C@@H](O[C@H]2[C@@H]3C=CO[C@@H](O[C@@H]4O[C@H](CO)[C@@H](O)[C@H](O)[C@H]4O)[C@@H]3[C@@]3(CO)O[C@@H]23)[C@H](O)[C@H](OC(=O)/C=C/c2ccc(O)cc2)[C@H]1OC(=O)/C=C/c1ccc(O)cc1 | 11%[20.6 µM] | 3%[12.6 µM]
Nc1nc2ccc([N+](=O)[O-])cc2s1 | -11% | -1%
